SW480 rereplic – DNA re-replication induction in SW480 cells; SW480 DNA re-replication, Hoechst DNA content imaging, 48 h; Potency, µM (series often up to 46.1 µM), for inactives: at the highest dose re-replication activation, most hits filed as activators; hit rate 1.8% among 340,000; note: % of control where 0% means no effect; nearly all actives have a fitted effect of over 55% in size
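SW480 cells exposed to compounds for 48 hr at 37 C, 5% CO2, then Hoechst-stained 40 min. Nuclear DNA content imaged by fluorescence scanning (405 nm excitation, 500-530 nm emission); re-replication scored as increased high-intensity nuclei.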
HT1080 IDH1KD tx – HT-1080 IDH1 knockdown cell toxicity (counter line) | HT-1080 IDH1 knockdown viability, ATP luminescence, 48 h | Potency, µM (doses to about 46.1 µM), inactives show top-dose activity, negative = toxicity, hits mostly cytotoxic | hit rate 2% among 360,000;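 note: 0% = DMSO wells and -100% = cell-free medium wells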
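IDH1KD HT-1080 cells, 750/well, RPMI + 5% FBS; compound pinned after 2 h settling; 48 h, 37 °C; CellTiter-Glo luminescence; % activity normalised to DMSO and no-cell wells; curves fitted, classed by r2 and efficacy.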
KB-V1 MDR tox – kills drug-selected multidrug resistant KB-V1 cells; AID 1347076; KB-V1 MDR cells viability, CellTiter-Glo, 72 h; Potency, µM (highest dose often 46.1 µM), for the others: top-dose activity change, negative = cytotoxicity, most hits filed as cytotoxic; hit rate 3.4% among 400,000; note: % is set by controls: 0 for no effect and ±100 for the full control effect; nearly all actives have a fitted effect of over 60% in size
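Luminescent ATP read-out (CellTiter-Glo, 10 min) measures survival of drug-selected KB-V1 MDR cells after 72 h, 37 degrees C compound exposure. Medium: phenol-red-free DMEM, 10% FBS. Values from fitted concentration-response curves.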
HT1080-NT tox – kills 2HG-producing HT-1080-NT fibrosarcoma cells. AID 686970. Potency, µM (doses to about 46.1 µM), inactives show at the top dose activity, negative = less viability, most hits filed as cytotoxic. HT-1080-NT fibrosarcoma viability, CellTiter-Glo ATP luminescence, 48 h. hit rate 1.6% among 360,000;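 note: NT is the 2HG producing partner of a matched IDH1 knockdown line; 0% = DMSO-treated cells and -100% = media-only wells without cells; nearly all actives have a fitted effect of over 55% in size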
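750 cells/well, RPMI + 5% FBS; 2 h settle, compound pin-transfer, 48 h at 37 degrees C. CellTiter-Glo 10 min RT, luminescence. Normalized to DMSO and media-only wells.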
GLP1R ag – GLP-1 receptor (human) agonism; P43220; HEK293 GLP-1R CRE-luciferase, luminescence, 4-6 h; cells express a hypersensitive GLP-1R form; Potency, µM (doses to about 45.6 µM), for the others: at the top dose activation, most hits filed as activators; hit rate 0.007% among 380,000; AID 624172; note: % of control where 0% means no effect
Target sequence (P43220 whole entry, looked up): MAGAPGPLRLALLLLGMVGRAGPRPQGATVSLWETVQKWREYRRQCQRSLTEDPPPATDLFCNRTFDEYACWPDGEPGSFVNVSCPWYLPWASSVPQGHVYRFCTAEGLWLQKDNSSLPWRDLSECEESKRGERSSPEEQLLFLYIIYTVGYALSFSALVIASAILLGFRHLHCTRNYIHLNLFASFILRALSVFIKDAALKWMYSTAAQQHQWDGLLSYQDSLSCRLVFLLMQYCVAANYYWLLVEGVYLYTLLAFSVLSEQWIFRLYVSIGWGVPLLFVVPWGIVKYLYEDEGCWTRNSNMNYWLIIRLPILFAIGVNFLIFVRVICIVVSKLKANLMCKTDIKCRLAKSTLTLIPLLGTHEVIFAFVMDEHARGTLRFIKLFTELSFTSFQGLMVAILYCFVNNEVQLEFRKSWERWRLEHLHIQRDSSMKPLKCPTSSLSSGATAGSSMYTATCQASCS
HEK293 tox – cytotoxicity in counter-screen for GLP-1R inverse agonists | hit rate 0.13% among 410,000 | Potency, µM (titrated, usually from 38.3 µM), without a hit: at the highest dose activity change, negative = inhibition, actives largely listed as inhibitors | AID 624418 | HEK293 cAMP-luciferase reporter cells, luminescence, 24 h;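 note: loss of luciferase light is scored as toxicity; % is set by controls: 0 for no effect and ±100 for the full control effect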
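MLSMR compounds, 24 hr on cells at 37 deg C/5% CO2; luminescence after luciferase reagent (12 min RT). Inhibition counted as the undesired cytotoxic outcome.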
GLP1R inv ag – GLP-1 receptor (human) inverse agonism; hit rate 1.6% among 410,000; Potency, µM (series often up to 38.3 µM), inactives show at the top dose activity change, negative = inhibition, most hits filed as inhibitors; HEK293 GLP-1R CRE-luciferase, luminescence, 24 h; GLP-1R form is constitutively active; P43220; AID 624417; note: % is set by controls: 0 for no effect and ±100 for the full control effect; nearly all actives have a fitted effect of over 55% in size
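Luminescence readout: a drop in cAMP-driven luciferase signal flags inverse agonism at a constitutively active GLP-1R stably expressed in HEK293. Compound exposure lasted 24 hr at 37 deg C, 5% CO2.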
TDP-43 yeast inh – rescues yeast growth from TDP-43 toxicity; TDP-43 expressing yeast growth rescue, BacTiter-Glo, 24 h; Potency, µM (series often up to 46.1 µM), for inactives: at the highest dose growth rescue (activation), most hits filed as activators; hit rate 1.8% among 410,000; note: % of control where 0% means no effect; nearly all actives have a fitted effect of over 50% in size
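Galactose-induced TDP-43 yeast, OD600=0.02, compound pinned; 24 hr, 30 deg C; BacTiter-Glo luminescence for growth. Inhibitors of TDP-43 toxicity read as activators.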
KB-3-1 tox – KB-3-1 parental cell cytotoxicity; KB-3-1 viability, CellTiter-Glo ATP luminescence, 72 h; Potency, µM (titrated, usually from 46.1 µM), for inactives: at the top dose activity change, negative = cytotoxic, actives largely listed as cytotoxic; hit rate 1.4% among 400,000; AID 1347075; note: % is set by controls: 0 for no effect and ±100 for the full control effect; nearly all actives have a fitted effect of over 60% in size
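Multi-concentration cytotoxicity screen in KB-3-1 cells grown in DMEM lacking phenol red with 10% FBS. After 72 h at 37 °C with compound, ATP-dependent luminescence was recorded.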
Starred values were filed as active, the others as inactive; ? = inconclusive; . = not tested or not shown; & = joins results of further samples; [ ] = dose if it differs, or a comment. Calls come from the whole dose curve; as a rule, active = well fitted curve in the direction sought with a large enough effect; inconclusive = small, poorly fitted or top-dose-only effect, or another doubt; inactive = no such curve, though single readings can be large; an effect the other way counts as inactive or inconclusive. Potency is the fitted concentration of half-maximal effect.

SMILES	SW480 rereplic	HT1080 IDH1KD tx	KB-V1 MDR tox	HT1080-NT tox	GLP1R ag	HEK293 tox	GLP1R inv ag	TDP-43 yeast inh	KB-3-1 tox
Cc1ccccc1OCCOC(=O)c1nc2nccc(C)n2n1	-1%	27%	3%	12%	-1%	-4%	4%	?	-10%
CC(=O)OCc1c(C)cc(C)c(/C=C(/C#N)C(N)=O)c1C	1%	8%	-4%	0%	6%	-1%	4%	4%[9.22 µM]	8%
CC1=C(c2ccc(C)c(C)c2)S(=O)(=O)N(Cc2ccc(C(=O)Nc3cc(F)ccc3F)cc2)C1=O	.	.	-13%	.	.	-1%	6%	21%	4%
O=C(O)CSc1nnc(-c2cccc(S(=O)(=O)N3CCOCC3)c2)n1-c1cccc(Cl)c1	1%	1%	17%	20%	3%	-2%	18%	0%	15%
CC(=O)N1CCOc2ccc(S(=O)(=O)N3CCC(C(=O)Nc4ccc(C)c(C)c4)CC3)cc21	2%	0%	1%	0%	-6%	-8%	?	-6%	-2%
Cc1ccc(Cn2c(=O)n(Cc3ccc(C(=O)NC4CCN(Cc5ccccc5)CC4)cc3)c(=O)c3ccccc32)cc1	.	.	-9%	.	0%	4%	11%	15%	0%
CCCc1nn2c(=O)cc(COc3cccc(NC(=O)c4ccco4)c3)nc2s1	22%	-3%	0%	-3%	9%	-5%	12%	10%	6%
CC(C)(Cc1cccc(CC(C)(C)C(=O)O)c1)C(=O)O	-6%	4%	-3%	12%	-3%	5%	21%	-21%	-5%
COc1cnc(-c2ccccc2)nc1Oc1cccc(C)c1C	0%	-2%	2%	1%	5%	17%	11µM*	25%	-12%
CCCCn1c(SCC(=O)Nc2cc(C)on2)nc2c1c(=O)n(C)c(=O)n2C	-2%	22%	15µM*	29%	-19%	3%	8%	-9%	7%

Five consecutive records from above, quoted:
SMILES	SW480 rereplic	HT1080 IDH1KD tx	KB-V1 MDR tox	HT1080-NT tox	GLP1R ag	HEK293 tox	GLP1R inv ag	TDP-43 yeast inh	KB-3-1 tox
Cc1ccc(Cn2c(=O)n(Cc3ccc(C(=O)NC4CCN(Cc5ccccc5)CC4)cc3)c(=O)c3ccccc32)cc1	.	.	-9%	.	0%	4%	11%	15%	0%
CCCc1nn2c(=O)cc(COc3cccc(NC(=O)c4ccco4)c3)nc2s1	22%	-3%	0%	-3%	9%	-5%	12%	10%	6%
CC(C)(Cc1cccc(CC(C)(C)C(=O)O)c1)C(=O)O	-6%	4%	-3%	12%	-3%	5%	21%	-21%	-5%
COc1cnc(-c2ccccc2)nc1Oc1cccc(C)c1C	0%	-2%	2%	1%	5%	17%	11µM*	25%	-12%
CCCCn1c(SCC(=O)Nc2cc(C)on2)nc2c1c(=O)n(C)c(=O)n2C	-2%	22%	15µM*	29%	-19%	3%	8%	-9%	7%

(list continues)
SMILES	SW480 rereplic	HT1080 IDH1KD tx	KB-V1 MDR tox	HT1080-NT tox	GLP1R ag	HEK293 tox	GLP1R inv ag	TDP-43 yeast inh	KB-3-1 tox
O=C(Cn1ccc(NC(=O)OCc2ccccc2)nc1=O)NCCCn1ccnc1	0%	7%	15%	7%	-1%	-16%	-1%	12%	17%
COc1cccc(NC(=O)c2cc(-c3cccnc3)nc3c(Cl)cccc23)c1	16%	?	2.9µM*	-24%	-13%	-24%	-6%	-10%	1%
O=C(O)c1cccc(NC(=O)c2cn(-c3ccccc3)nc2-c2cccc(Br)c2)c1	-6%	-16%	15%	-20%	-6%	1%	?	?	-1%
O=C(NCc1ccccc1Cl)C1CCN(S(=O)(=O)c2ccc3c(c2)CCCN3C(=O)C2CCC2)CC1	.	.	?	.	.	-8%	?	9%	-18%
O=C(NC1CCCc2ccccc21)C1CCC(CNS(=O)(=O)c2cccc3nsnc23)CC1 (centres undefined)	-3%	-2%	2%	-1%	-6%	1%	-1%	4%	-6%
COc1ccc(C(=O)N2CCCC(c3nc(-c4cccs4)no3)C2)cc1 (centres undefined)	-7%	-13%	0%	-22%	7%	-8%	0%	-20%	-9%
CCOc1ccccc1NC(=O)CSc1nnc(Cc2ccc(OC)cc2)c(=O)n1N	1%	3%	?	-2%	-3%	-3%	-16%	15%	23%
CC1=C(C(=O)Nc2ccc(C)cc2C)C(c2cccs2)NC(=S)N1 (centres undefined)	1%	-26%	6%	8%	-1%	10%	46%[activator]	-1%	-6%
CCCCn1c(N)c(N(Cc2ccccc2OC)C(=O)CC2OC(=O)c3ccccc32)c(=O)[nH]c1=O (centres undefined)	-15%	-1%	1%	-2%	12%	15%	6%	6%	22%
Cc1ccccc1CSCCNS(C)(=O)=O	2%	-10%	14%	-4%[9.24 µM]	-11%	6%	-12%	-6%	0%
Cc1ccc(-c2cnc3n2CCCCC3)cc1	0%	0%	-3%	-4%	-3%	?	?	-1%	3%
C/C(=C\C(=O)Nc1cscc1C)C(=O)O	-26%	-3%	-2%	3%	2%	4%	5%	?	7%
COc1ccc(C(C(=O)NC(C)(C)C)N(CC2CCCO2)C(=O)CCC(=O)Nc2cc(C)on2)cc1 (centres undefined)	-1%	17%	13%	12%	-7%	-6%	-6%	2%	1%
CCOc1ccc(S(=O)(=O)NCCC(=O)N2CC=C(c3ccccc3)CC2)cc1	-22%	-4%	?	-1%[9.24 µM]	-4%	0%	-8%	?	13µM*
O=C(CCc1nc2ccccc2c(=O)[nH]1)N1CCCc2ccccc21	44%	-16%	?	-20%	3%	1%	?	-1%	?
Cc1ccc(S(=O)(=O)N2CCC[C@H]2C(=O)OCC(=O)c2ccc3c(c2)NC(=O)CO3)cc1	7%	3%	9%	12%	4%	1%	-11%	-1%	10%
O=S(=O)(Nc1ccc(-c2ccc3nncn3n2)cc1)c1cccs1	-724%[inhibitor]	-14%	-4%	-21%	17%	-1%	96%[activator]	-20%	0%
Nc1nnc(CSc2ccc(Cl)cc2)s1	2%	-7%	3%	-12%	19%	0%	0%	?	5%
O=C(Nc1ccc2c(c1)OCCO2)C1CCN(S(=O)(=O)c2ccccc2)CC1	17%	-1%	-1%	-15%	3%	11%	-7%	-12%	8%
C=CCn1c(NCc2ccccc2O)nc2ccccc21	0%	-10%	?	-2%	2%	-8%	?	1%	-4%
CCN(CC)S(=O)(=O)c1cccc(-c2nnc(SC(C)C(=O)NCCC3=CCCCC3)o2)c1 (centres undefined)	-2%	-10%	10µM*	-1%	-6%	-19%	?	18%	?
O=C(N/N=C/c1ccccc1C(F)(F)F)c1ccc(O)cc1	-5%	-5%	-3%	1%	3%	12%	18%	24%	10%
Cc1cccc(N2CCN(C(=O)c3ccncc3)CC2)c1C	12µM*	13µM*	5.8µM*	9.2µM*	-4%	?	?	26%	10µM*
Cc1ccc(C(=O)COC(=O)c2cccc(N3C(=O)c4c(C)nc5ccccc5c4C3=O)c2)cc1C	-5%	-1%	?	18%	3%	9%	8%	-7%	3%
Cc1ccc(O)c(C(CC(=O)NC2CCCCC2)c2ccccc2)c1 (centres undefined)	?	-21%	?	-8%	8%	-7%	?	-12%	20%
COc1cccc(/C=N/NC(=O)c2ccc([N+](=O)[O-])cc2Cl)c1O	?	?	9.2µM*	?	3%	?	?	-7%	-20%
COc1ccc(CC(=O)NNC(=O)[C@@H]2CCCC[C@@H]2C(=O)O)cc1	-8%	3%	28%	3%	-1%	-3%	6%	11%	0%
O=C(Nc1c2c(nn1-c1ccc(Cl)cc1)CS(=O)(=O)C2)C1CC1	-10%	3%	19%	2%	-4%	5%	6%	12%	-8%
NC(=O)C1CCN(C(=O)CCC(=O)c2ccc(Br)cc2)CC1	-2%	28%	-1%	20%	2%	15%	7%	16%	-2%
CC(=O)N(Cc1cccs1)C1CCOC(C)(C)C1 (centres undefined)	-5%	22%	24%	24%	-1%	-3%	11%	7%	14%
Cc1ccc2nc(-c3ccccn3)cc(C(=O)NC(C)C(C)(C)C)c2c1 (centres undefined)	-5%	19%	-29%	30%	3%	-1%	-8%	11%[9.22 µM]	6%
CCC(C)(C)NC(=O)CN(C(=O)CCC(=O)Nc1ccccn1)c1ccc2c(c1)OCO2	-6%	4%	-22%	-5%	10%	2%	-5%	-23%	2%
Cn1c(Cl)cnc1C(O)(c1ccccc1)c1ccccc1	10%	-1%	-11%	5%	4%	1%	-28%	6%	-2%
C#CCOCCOCCOCCNc1nc(N2CCN(C(=O)CCCCCCCCCCNC(=O)[C@H](CCCCN)n3cc(C[C@@H](C)CC)nn3)CC2)nc(N2CCN(C(=O)CCCCCCCCCCNC(=O)[C@H](CCCCN)n3cc(C[C@@H](C)CC)nn3)CC2)n1	-8%[9.22 µM]	?	?	?	1%	?	?	-90%[inhibitor]	?
CCOC(=O)Cc1nnc(NC(=O)C(CC)Sc2nc(C)cc(=O)[nH]2)s1 (centres undefined)	1%	6%	-9%	?	-7%	-1%	16%	-2%	-12%
O=C(O)c1cc2[nH]c3c(c2cc1Cl)CCCC3	-15%[1.84 µM]	-1%	0%	-3%	-2%	1%	36%[activator]	.	0%
Cc1cc(C)cc(NC(=O)Nc2ccc(S(=O)(=O)Nc3cc(C)on3)cc2)c1	-10%	-3%	-1%	-1%	-4%	-2%	-1%	4%	9%
COc1ccccc1C(=O)OCC#CCSc1nnc(-c2cccc3ccccc23)o1	-1%	.	-5%	.	28%	.	.	.	0%
Cc1ccc(S(=O)(=O)N2[C@@H](Cc3ccccc3)CO[C@H]2CC(=O)c2ccccc2)cc1	.	-3%	?	-10%	.	0%	-18%	-5%	-9%
Cc1ccsc1/C=C(\C#N)C(=O)NC1CCS(=O)(=O)C1 (centres undefined)	6%	0%	-1%	-2%	3%	11%	1%	13%	5%
O=C(NCc1ccncc1)Nc1ccccc1	-6%[9.22 µM]	6%	8%	7%	-4%	-2%	21%	-4%	4%
Cc1nc(CC(=O)c2ccc(O)cc2O)cs1	-3%	-12%	24%	0%	-8%	7%	19%	24%	6%
Cc1ncc(C[n+]2csc(CCO)c2C)c(N)n1	-17%	9%&21%	0%&13%	15%&20%	-5%	-5%&-3%	5%&-12%	22%	0%&0%
COc1ccc(OC)c(NC(=O)C2CCCNC2=O)c1 (centres undefined)	9%	12%	-4%	-8%	-8%	-11%	-8%	-18%	1%
